From PubChem BioAssay
MKP-3 inhibition: MKP-3 phosphatase inhibitors, primary screen, biochemical, rat enzyme, in vitro (AID 425); hit rate 0.17% among 110,000; one-dose inhibition, % at 20 µM; IC50 in µM for titrated hits; recombinant MKP-3 phosphatase activity, fluorescence; higher % means a stronger effect; in the data active = inhibition above about 50%;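 note: plate controls were vehicle for no effect and reference inhibitor for full effect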
Hsp70 displacement: Hsp70 inhibitors, probe displacement, primary screen, biochemical, fluorescence polarization (AID 583); displacement, % at 20 µM, or IC50 in µM where a hit was titrated; Hsp70 fluorescence polarization probe displacement, mP; higher % means a stronger effect; hit rate 0.06% among 140,000; in the data active = displacement above about 50%;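 note: plate controls were vehicle for no effect and reference ligand for full effect; a part of the inactive calls stands beside numbers as strong as those of hits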
* hit, by the source's call; . = no result given; & = joins results of further samples.

SMILES	MKP-3 inhibition	Hsp70 displacement
N#Cc1cnc(SCC(=O)c2ccccc2)nc1N	-3%	-2.3%
Cc1cccc(C(=O)Nc2sc3c(c2C(=O)N2CCOCC2)CCCCC3)c1	2%	-2.8%
Cc1ccnc(NC(=O)Cc2ccc(Cl)cc2)c1	-2%	0.8%
OCCN(CCO)c1ncnc2c1sc1nc(N3CCOCC3)c3c(c12)CCCC3	-3%	2.0%
CN(C)CCN(Cc1ccccc1)c1ccccn1	3%	-1.8%
CN(CC(=O)NCc1cccc(F)c1)C(=O)c1ccco1	-10%	2.9%
COCCSc1nnc(NS(=O)(=O)Cc2ccccc2)s1	-8%	-4.5%
Cc1cccc(-c2nc(CSCC(=O)N3CCN(Cc4ccc5c(c4)OCO5)CC3)c(C)o2)c1	0%	-1.3%
O=C(Nc1ccc(-c2nc3ccccc3o2)cc1)c1ccc(NC(=O)c2cc3ccccc3o2)cc1	-2%	-1.4%
Cc1ccc(NC(=O)Cn2c(-c3nonc3N)nc3ccccc32)cc1F	5%	-1.7%
CCOC(=O)c1ccc(NC(=O)CN2CCc3ccccc3C2)cc1	-10%	9.0%
Cc1ccccc1NC(=O)/C=C/c1cccc([N+](=O)[O-])c1	0%	4.9%
COC(=O)c1[nH]c2cc(OC)ccc2c1NC(=O)CN1CCOCC1	-7%	3.4%
CC1(C)Cc2ccccc2-c2nnc(SCC(=O)N3CCN(c4ccccc4)CC3)n21	-6%	-3.3%
C=CCc1ccccc1OCC(O)Cn1ccnc1C (stereo not given)	-7%	1.8%
COc1ccc(/C=C/C(=O)c2cccs2)cc1[N+](=O)[O-]	3%	-1.2%
CC1(C)CC(=O)C2=C(C1)NC1=C(C(=O)c3ccccc31)C2c1ccc(OC(=O)/C=C/c2ccc([N+](=O)[O-])cc2)cc1 (stereo not given)	-4%	1.0%
COc1ccccc1N(CC(=O)NCCC1=CCCCC1)S(=O)(=O)c1ccccc1	4%	-2.3%
Cc1nc2c(C(=O)N3CCN(C)CC3)cnn2c(C)c1Cc1ccc(Cl)cc1	.	0.3%
CCc1ccc(N2C(=O)C3ON(c4ccccc4)C(c4ccco4)C3C2=O)cc1 (stereo not given)	1%	-2.7%
C=CCOC(=O)c1sc(NC(=O)c2ccco2)nc1C	-9%	5.5%
Cc1ccc(S(=O)(=O)NC(=O)N2CCN(c3cccc(Cl)c3)CC2)cc1	3%	-0.9%
CN1C(=O)NC(=O)/C(=C\c2cc(Cl)c(O)c(Cl)c2)C1=O	-1%	-1.1%
COC(=O)c1ccc(N2C(=O)Cc3cc(OC)c(OC)cc3C2c2ccc(OC)cc2)cc1 (stereo not given)	2%	-2.9%
C=CCNC(=O)CN(c1ccc(F)cc1)S(=O)(=O)c1ccccc1	2%	3.5%
Cc1ccc(-c2nc(-c3ccccc3)no2)c(Cl)c1	7%	.
COCCn1c(SCC(=O)Nc2cc(C)on2)nnc1-c1ccco1	.	-2.4%
Cc1ccc2c(c1)CC1(CN2C)C(=O)OC(C)(C)OC1=O	.	3.2%
CCOC(=O)CNC(=O)c1cn(CC)c(=O)c2cc(OC)c(OC)cc12	7%	4.4%
COc1ccc(NC2CS(=O)(=O)CC2NCc2ccco2)cc1 (stereo not given)	4%	5.7%
Cc1ccc(N2CC(C(=O)NCc3ccccn3)CC2=O)cc1 (stereo not given)	-2%	4.8%
Cc1ccccc1N(CC(=O)Nc1ccc([N+](=O)[O-])cc1)S(C)(=O)=O	2%	0.5%
COc1cccc(-n2c(/C=C/c3c(C)[nH]c4ccccc34)nc3ccccc3c2=O)c1	8%	-8.6%
CCCCNc1cc(=O)oc2ccccc12	.	-0.8%
Cc1cc(C(=O)CSc2nnc(-c3ccco3)o2)c(C)n1-c1ccc2c(c1)OCCO2	1%	0.8%
O=C(OC(C(=O)NCc1cccs1)c1ccccc1F)c1ccco1 (stereo not given)	.	0.1%
CCOc1ccc(C(=O)OC2CCN(C)CC2)cc1	.	1.3%
COC(=O)c1ccc(NC(=O)Cc2ccccc2)cc1	-15%&2%	5.4%&0.6%
CCN1C(=O)c2ccccc2S(=O)c2ccc(C(=O)N3CCN(C(=O)c4ccco4)CC3)cc21 (stereo not given)	-10%	4.8%
CN1CCN(C(=O)/C(=C/c2ccc(Cl)cc2)NC(=O)c2ccccc2)CC1	2%	-2.3%
CCOC(=O)c1c(NC(=O)c2ccccc2C)sc(C(=O)Nc2ccccc2F)c1C	2%	0.8%
O=C(Nc1ccc2nc(SCc3ccc(F)cc3)sc2c1)c1ccccc1C(=O)N1CCCC1	1%	3.5%
CS(=O)(=O)N(CC(=O)NCc1ccncc1)c1ccc(Oc2ccccc2)cc1	2%	-3.2%
Cc1nc(N)sc1Cc1ccc2c(c1)OCO2	6%	4.1%
O=C(Nc1c(F)c(F)c(F)c(F)c1F)c1cccc(F)c1	5%	7.4%
O=C(c1ccc(Br)o1)N1CCN(c2ccccc2F)CC1	3%	-0.7%
Cc1cc(NC(=O)C(C)(C)C)no1	3%	1.0%
Cn1ncc(C#N)c1NC(=O)C1CC(c2ccc(Cl)c(Cl)c2)=NO1 (stereo not given)	.	0.9%
O=C(c1ccccc1Cl)N1CCN(C/C=C/c2ccccc2)CC1	-3%	5.4%
OC(COc1ccc2ccccc2c1)CN1CCCC1 (stereo not given)	1%&2%	-4.5%&4.5%

The closing 4 compounds of the section above are carried over, then new ones follow:
SMILES	MKP-3 inhibition	Hsp70 displacement
Cc1cc(NC(=O)C(C)(C)C)no1	3%	1.0%
Cn1ncc(C#N)c1NC(=O)C1CC(c2ccc(Cl)c(Cl)c2)=NO1 (stereo not given)	.	0.9%
O=C(c1ccccc1Cl)N1CCN(C/C=C/c2ccccc2)CC1	-3%	5.4%
OC(COc1ccc2ccccc2c1)CN1CCCC1 (stereo not given)	1%&2%	-4.5%&4.5%
COCCN1C(=O)c2oc3ccccc3c(=O)c2C1c1ccc(OC)c(OC)c1 (stereo not given)	3%	-1.0%
CC(=O)c1cccc(NC(=O)Nc2cccc(Cl)c2)c1	5%	-0.9%
O=C(CCn1nnc2ccccc21)Nc1nnc(Cc2ccccc2)s1	4%	-1.1%
CC(C)COc1ccc(C(=O)Nc2ccc(Cl)cc2)cc1	-5%	-4.1%
Cc1ccc(N=C2C(=S)N(c3ccc(C)cc3)C(=N)N2/N=C/c2ccc(Cl)cc2)cc1	.	1.2%
O=C(COc1ccc([N+](=O)[O-])cc1)Nc1ccccc1O	-1%	0.3%
O=C1NC(=O)C(=Cc2ccc(O)c(Cl)c2)C(=O)N1	2%	0.7%
CCOC(=O)C1(CC)NC(c2ccco2)C2C(=O)N(C)C(=O)C21 (stereo not given)	.	5.5%
COc1ccc(CCN2CNc3c(c(=O)n(C)c(=O)n3C)C2)cc1OC	-10%	3.1%
CCN(CC(=O)NCc1cccs1)S(=O)(=O)c1ccc(C(C)C)cc1	.	4.0%

Record cards (already shown). Values in the order: MKP-3 inhibition | Hsp70 displacement
`O=C1NC(=O)C(=Cc2ccc(O)c(Cl)c2)C(=O)N1` in the list: 2% | 0.7%
`CC(C)COc1ccc(C(=O)Nc2ccc(Cl)cc2)cc1` in the list: -5% | -4.1%

Next part.
SMILES	MKP-3 inhibition	Hsp70 displacement
C/C(=N\NC(=O)c1cc(C(C)(C)C)[nH]n1)c1ccc([N+](=O)[O-])cc1	1%	-2.4%
CCOc1ccc(Nc2cc(=O)oc3ccccc23)cc1	.	-0.2%
CCOC(=O)C1CCCN(C(=O)c2cc3c(C)nc4ccccc4c3o2)C1 (stereo not given)	3%	2.0%
CNC(=O)NC(=O)COC(=O)CCCOc1ccc(OC)cc1	0%	-114%
COc1ccc(CCC(=O)Nc2cc(Cl)ccc2OC)cc1	1%	4.3%&-4.2%
CCC(C(=O)NC1CCCCC1)N(CC1CCCO1)C(=O)CNS(=O)(=O)c1ccc(OC)cc1 (stereo not given)	-14%	3.5%
Cc1cccc(NC(=O)Cn2cccc2)c1	1%	2.6%
O=C(CNC1CCCCCC1)Nc1ccccc1N1CCCCC1	.	2.1%
COc1cc(C(=O)Nc2cccc(NC(=O)c3ccccc3Cl)c2)ccc1[N+](=O)[O-]	3%	1.9%
Cc1cc(C)c2c(=O)[nH]c(SCC(=O)N3CCCCC3)nc2n1	-5%	10%
O=C(NC1C(=O)NNC1c1ccccc1)c1ccccc1 (stereo not given)	.	-3.2%
CS(=O)(=O)c1ccc2nc(NC(=O)c3ccc([N+](=O)[O-])cc3)sc2c1	1%	2.9%
COCCCn1c(SCC(=O)N(C)C)nnc1-c1ccccc1	-3%	-0.8%
O=C1CSC(=S)N1NS(=O)(=O)c1ccccc1	3%	6.1%
COc1ccc2cnn(Cc3ccccc3)c(=O)c2c1OC	-1%	-1.7%
CCS(=O)(=O)c1ccc(O)c(NC(=O)c2cc(OC)c(OC)c(OC)c2)c1	-14%&0%	-2.0%&4.1%
Cc1c(NCc2ccccc2)[nH]c(=O)[nH]c1=O	0%	0.1%
CC(=O)c1ccc(N2C(=O)c3ccc(Oc4ccc5c(c4)C(=O)N(c4ccc(C(C)=O)cc4)C5=O)cc3C2=O)cc1	2%	4.7%
S=c1[nH]nc(Cc2sc(-c3ccccc3)nc2-c2ccccc2)o1	.	-1.6%
Cc1ccc2nc(-c3cc(N=C/C=C/c4ccc(Cl)cc4)ccc3O)oc2c1	0%	1.3%
O=C(c1ccccc1)c1ccc(OCC(O)CN2CCCCC2)cc1 (stereo not given)	-3%	-0.6%
CC(=O)C1=C(Nc2ccc(Br)cc2)CC(C)(O)C(C(C)=O)C1c1ccc(C)cc1 (stereo not given)	0%	-1.6%
CC(NC(=O)c1ccccc1Cl)C(=O)O (stereo not given)	-1%&0%	1.5%&-3.7%
COc1ccc(N(C(=O)Cn2nnc3ccccc32)C(C(=O)NCc2ccco2)c2cccnc2)cc1 (stereo not given)	-9%	2.7%
CCCC(=O)Nc1ccc(N2CCOCC2)c(Cl)c1	2%	-0.2%
Cc1c(N2C(=O)S/C(=C\c3cccc([N+](=O)[O-])c3)C2=O)c(=O)n(-c2ccccc2)n1C	7%	-1.7%
CCC(C)(C)n1nnnc1C(c1cccc(C#N)c1)N1CCN(c2cc(C)ccc2C)CC1 (stereo not given)	-17%	-0.3%
CN(C)c1ccc(C2OC(=O)C(C)(C)C(=O)C2(C)C)cc1 (stereo not given)	.	-3.4%
Cc1ccc2nc(NC(=O)CN(C)S(=O)(=O)c3ccc(Br)s3)sc2c1	7%	.
Cc1nn(-c2ccccc2)c2sc(C(=O)NCCN3CCOCC3)cc12	-2%	3.3%
CNC(=O)CN(c1ccc(C(C)C)cc1)S(C)(=O)=O	2%	1.1%
CCn1c(=O)c(C)nn2c3ccccc3nc12	1%	0.9%
COc1ccc(/C(C)=N\NC(=O)c2ccc([N+](=O)[O-])cc2)cc1OC	0%	-1.3%
CCCS(=O)(=O)N1CCN(CC2CC3C=CC2C3)CC1 (stereo not given)	-3%	-1.7%
O=C(Nc1ccc(N2CCCC2)c(Cl)c1)c1ccco1	-12%	0.8%
CCC(C(=O)Nc1ccc(Cl)c([N+](=O)[O-])c1)c1ccccc1 (stereo not given)	0%	4.3%
O=C(COc1ccc(-c2nnco2)cc1)N1CCN(S(=O)(=O)c2ccc3ccccc3c2)CC1	-5%	2.2%
O=C(c1ccccc1Br)N1CCCCC1CO (stereo not given)	1%	-3.7%
CC(C)COC(=O)c1cc(=O)[nH]c2ccccc12	-7%	2.8%
CC(=O)Nc1ccc(S(=O)(=O)N2CCSC2C(=O)O)cc1 (stereo not given)	-5%	.

Sorted by the number under Hsp70 displacement (rising): 3 of the compounds above
SMILES	MKP-3 inhibition	Hsp70 displacement
CNC(=O)CN(c1ccc(C(C)C)cc1)S(C)(=O)=O	2%	1.1%
CC(C)COC(=O)c1cc(=O)[nH]c2ccccc12	-7%	2.8%
CCC(C(=O)Nc1ccc(Cl)c([N+](=O)[O-])c1)c1ccccc1 (stereo not given)	0%	4.3%

Taken from above:
CC(C)COC(=O)c1cc(=O)[nH]c2ccccc12 in MKP-3 inhibition = -7%
O=C(COc1ccc(-c2nnco2)cc1)N1CCN(S(=O)(=O)c2ccc3ccccc3c2)CC1 in MKP-3 inhibition = -5%
O=C(c1ccccc1Br)N1CCCCC1CO (stereo not given) in Hsp70 displacement = -3.7%

Going on with the list.
SMILES	MKP-3 inhibition	Hsp70 displacement
CCOC(=O)C1=C(O)/C(=C/c2cccc(Oc3ccccc3)c2)SC1=Nc1ccccc1	9%	-0.4%
CCOC(=O)C1CCCN(c2c(N3CCN(C4CCCCC4)CC3)c(=O)c2=O)C1 (stereo not given)	-9%	3.5%
CCOc1ccc(C2/C(=C(/O)c3ccc(Cl)cc3)C(=O)C(=O)N2CCCN(C)C)cc1OC (stereo not given)	-2%	3.0%
Cc1nn(-c2ccccc2)c(Cl)c1/C=N/Nc1ccc(S(=O)(=O)Nc2ccccc2C(=O)O)cc1[N+](=O)[O-]	.	24%
COC(=O)c1cn(CC(=O)N2CCCCC2C)c2ccccc12 (stereo not given)	.	1.5%
Cc1c(C(=O)N2CCN(c3ccccn3)CC2)sc2ncnc(N3CCOCC3)c12	.	3.9%
COCCOC(=O)C1=C(C)N=c2s/c(=C\c3cccs3)c(=O)n2C1c1cccs1 (stereo not given)	-9%	4.2%
CCc1ccc(NC(=O)N(CCN2CCOCC2)C2CCN(C(C)=O)CC2)cc1	-1%	-0.4%
O=C(Cn1c(CC(=O)N2CCCC2)nc2ccccc21)NCc1ccccc1	-22%	3.3%
Brc1ccc(-c2nc(N/N=C/c3cccnc3)c3ccccc3n2)cc1	.	1.7%
CCOc1ccc2nc(NC(=O)c3ccccc3[N+](=O)[O-])sc2c1	1%	-1.0%
Cc1c(C(=O)N2CCCC2)sc(NC(=O)c2cccs2)c1C#N	9%	-0.1%

This is a subset. The share of hits here may be higher or lower than overall.
